mouse EphA4 binding = inhibitors of EphA4 binding to KYL peptide, primary screen, biochemical, colorimetric, mouse EphA4 (AID 689); EphA4-AP binding to KYL peptide, pNPP A405; higher % means a stronger effect; inhibition, % at 10 µM, or IC50 in µM where a hit was titrated; actives 0.1% (n = 62,000); in the data active = a potency from the dose series; inactive = the rest, 99 in 100 with inhibition below about 22%
* hit, by the source's call; & = joins results of further samples.

mouse EphA4 binding,compound
2%,O=C(Cn1nnc(-c2cccc(C(F)(F)F)c2)n1)NC(=O)NCc1ccco1
-6%&-14%,CCOC(=O)C1=C(C)N=C2c3ccccc3C(=O)C2C1c1ccc(Cl)cc1 (stereo not given)
0%,CCOC(CCNC(=O)c1cn(-c2cccc(C)n2)cn1)OCC
4%,O=C(CSc1cc(Cl)ccc1Cl)Nc1cccc(Cl)c1
-10%,CN(C)c1cc(-c2ccccc2)nc(N)n1
-6%,Fc1ccc(-c2nnc3sc(C4COc5ccccc5O4)nn23)cc1 (stereo not given)
6%,COC(=O)c1ccc(-c2ccc(/C=C3/SC(=S)N(C)C3=O)o2)cc1
-5%,CCn1cc(C(=O)NCc2ccccc2OC)c(=O)c2ccc(C)nc21

Continuation:
mouse EphA4 binding,compound
-3%,CC(SCCc1ccccn1)C(=O)O (stereo not given)
11%,Cc1onc(-c2ccccc2Cl)c1C(=O)N1CCN(c2cccc(Cl)c2)CC1
0%,COc1ccc(NC(=O)c2onc(C)c2Cl)cc1OC
-5%,O=C(Nc1ccc2c(c1)C(=O)N(CC1CCCO1)C2=O)c1ccccc1Br (stereo not given)
0%&-7%,O=S(=O)(c1ccc(Br)cc1)n1ccc2ccccc21
-22%,C=CCn1c(=O)c(C(=O)Nc2ccccc2OC)c(O)c2ccccc21
4%,Cc1onc(-c2ccccc2Cl)c1C(=O)Nc1ccccc1N1CCOCC1
13%,O=[N+]([O-])c1ccc(NCCCNS(=O)(=O)c2ccccc2)cc1

Continuation.
mouse EphA4 binding,compound
2%,COc1ccccc1-c1coc2cc(OC(C)=O)ccc2c1=O
0%,CCOC(=O)Cn1c(=O)oc2cc(S(=O)(=O)N3CCN(c4ccccn4)CC3)ccc21
-9%,CSc1nnc(-c2ccc(O)cc2)n1C
-5%,O=c1c(-c2cccc3ccccc23)[n+]([O-])c2ccccc2n1O
-5%,CCOc1cc2[nH]c(=O)n(CCC(=O)NCCc3ccccc3)c(=O)c2cc1OCC
2%,CCCn1c(SCC(=O)NC)nnc1C(C)C
-9%,COc1ccc2[nH]c3c(=O)n(Cc4ccco4)cnc3c2c1
4%,COc1cccc(C(=O)CSc2nnc(-c3cc(OC)c(OC)c(OC)c3)o2)c1

Reformatted as comma-separated lines: entries from further up.
structure,mouse EphA4 binding
CCOC(=O)Cn1c(=O)oc2cc(S(=O)(=O)N3CCN(c4ccccn4)CC3)ccc21,0%
CSc1nnc(-c2ccc(O)cc2)n1C,-9%
O=c1c(-c2cccc3ccccc23)[n+]([O-])c2ccccc2n1O,-5%

Additional entries:
mouse EphA4 binding,compound
-9%,CCCCc1ccc(-c2csc(/C(C#N)=C/c3ccc(C)o3)n2)cc1
-12%,CCN(CC)c1ccc(/C=C2/C(=O)NN(c3ccc(C)c(Cl)c3)C2=O)c(O)c1
-7%,CC(C)Oc1ccc(C2CNC(=O)C2)cc1 (stereo not given)
-23%,CSc1ncccc1C(=O)NCc1ccc(C)cc1
-6%,O=C(CSc1nnc(-c2cccs2)n1-c1ccccc1)N1CCN(C(=O)c2ccco2)CC1
5%,Cc1ccc(N2C(=O)CS/C2=C(\C(Cl)=C(Cl)Cl)[N+](=O)[O-])cc1
-7%,CCOC(=O)CSc1nc2cc3c(cc2cc1C#N)OCO3
3%,Cc1nnc2n(Cc3ccccc3)c(=O)c3c4c(sc3n12)COC(C)(C)C4

Carrying on:
mouse EphA4 binding,compound
-9%,O=C(CC1SC(=O)NC1=O)Nc1ccc(C(=O)O)cc1 (stereo not given)
-12%,Cn1c2c(c(=O)n(C)c1=O)C1(C(=O)Nc3ccccc31)C(C#N)=C(N)O2 (stereo not given)
1%,COCCNC(=O)C(=O)Nc1ccccc1OC
3%,CCOC(=O)CSc1nnc(CNC(=O)c2cc(OCC)c(OCC)c(OCC)c2)n1C
-12%,O=C(O)CCS(=O)(=O)Cc1cccc(Cl)c1
-14%,O=S(=O)(c1cccc(-c2nnc(SC(F)F)n2-c2ccccc2)c1)N1CCCCC1
-6%,COc1cccc(CN2C(=O)N(C(C)C)C(N(O)C(=O)NC(C)C)C2(C)C)c1OC (stereo not given)
-11%,C=CCn1cc(C(=O)NCc2cccnc2)c(=O)c2cc(S(=O)(=O)N(CC)CC)ccc21

Further entries.
mouse EphA4 binding,compound
-1%,CCOc1cc(NC(=S)Nc2ccccc2OC)c(OCC)cc1NC(=O)c1ccccc1C
-3%,Cc1csc(-c2cc3ccc(O)c(CN4CC5(C)CC4CC(C)(C)C5)c3oc2=O)n1 (stereo not given)
-10%,COc1ccc(-c2cc(C(F)(F)F)nc(N3CCN(C)CC3)n2)cc1
-6%,COc1ccc(NC(=O)c2oc3ccccc3c2NC(=O)c2ccco2)c(OC)c1
-6%,Cc1ccc(-c2csc(N)n2)s1
15%,Cc1ccc(NC(=O)C(C)c2cccc(C(=O)c3ccccc3)c2)cc1 (stereo not given)
-7%,O=c1c2ccccc2nnn1CSc1nnc(C2COc3ccccc3O2)n1-c1ccccc1 (stereo not given)
-10%,CCOc1ccc(C2N(c3ccc(OC)cc3)C(=O)C3CCCN32)cc1OC (stereo not given)

Later entries:
mouse EphA4 binding,compound
11%,CNC(=O)c1cc2c(=O)n3cc(C)ccc3nc2n(Cc2ccco2)c1=N
-4%,CC(NS(=O)(=O)c1ccc(Cl)cc1)c1ccccc1 (stereo not given)
9%,C=CCN1C(=O)/C(=C\c2cc(Cl)c(OCc3ccccc3F)c(OC)c2)SC1=S
-5%,Cc1ccc(-n2nc(C)c(C3C(C#N)=C(N)OC4=C3C(=O)CCC4)c2Cl)cc1 (stereo not given)
1%,Cc1ccc2[nH]cc(C(=O)CN3CCN(c4ccccn4)CC3)c2c1
-5%,COc1ccc(Nc2nc(C)cc(C)c2C#N)cc1OC
-6%,COc1ccc2nc(Sc3c([N+](=O)[O-])nc(C)n3Cc3ccccc3)[nH]c2c1
12%,COc1ccccc1S(=O)(=O)Cc1ccc(C(=O)N2CCN(c3cccc(Cl)c3)CC2)o1

Next section
mouse EphA4 binding,compound
0%,CCCn1c2ccccc2c2nnc(SCC(=O)OC)nc21
-1%,COCCNC(=O)CN(C(=O)CCC(=O)Nc1ccccn1)c1ccc(F)c(Cl)c1
-30%,CC(C)c1ccc(NC(=O)N2CCC(c3nc4ccccc4o3)CC2)cc1
-4%,O=C1c2ccccc2C(=O)N1C/C=C/CN1C(=O)c2ccccc2C1=O
-11%,CC12CC(c3ccccc3O1)C(C(=O)N1CCOCC1)C(=O)N2 (stereo not given)
4%,COc1cc(/C=N/n2cnnc2)c([N+](=O)[O-])cc1OCCC(C)C
-5%,O=C(COc1ccccc1)N(Cc1ccccc1)c1nc(-c2ccccc2)cs1
-12%,CCN(CC)S(=O)(=O)c1ccc2c(c1)nc(SCC(N)=O)n2-c1ccc(OC)cc1

Remaining list, next part:
mouse EphA4 binding,compound
4%,CCOC(=O)c1c(NC(=S)Nc2ccccc2)sc2c1CCN(C)C2
9%,O=C(NC(NC(=S)Nc1ccccc1[N+](=O)[O-])C(Cl)(Cl)Cl)c1ccco1 (stereo not given)
-21%,O=C(O)c1sccc1SCc1ccc(Cl)c(Cl)c1
0%,O=C(COc1ccc2ccccc2c1CN1CCOCC1)N1CCc2ccccc21
-8%,CCN(CC)S(=O)(=O)c1ccc(C(=O)Nc2ccc(OCC(=O)N3CCOCC3)cc2)cc1
8%,Cc1cc(NC(=O)CSc2nnc3c(C)cc4ccccc4n23)no1
-10%,Cc1ccc(C)n1CCN1CCN(CC(=O)Nc2cc(C(F)(F)F)ccc2Cl)CC1
-45%,CCCC(=O)N1CC(=O)Nc2ccc(F)cc2C1c1ccccc1 (stereo not given)

Further structures follow.
mouse EphA4 binding,compound
-6%,COc1ccccc1CC(=O)Nc1ccc(-c2noc(COc3ccc(Cl)c(C)c3)n2)cc1
-20%,Cc1cccc(S(=O)(=O)NCCC(=O)OC(C)C(=O)NC(=O)NC2CCCCC2)c1 (stereo not given)
2%,CC1=CC(C)(C)n2c(O)c(C3=NC(=S)NC3=O)c3cc(OC(=O)c4cccc5ccccc45)cc1c32
-1%,COc1ccc2nc(SCC(=O)N3CCNC3=O)[nH]c2c1
18%,Cn1c(=O)[nH]c(=O)c2c1nc(CN1CCOCC1)n2CCCO
-8%,CSc1ccccc1NC(=O)c1ccco1
10%,CCSc1nnc(-c2ccc(S(=O)(=O)N3CCCC3)cc2)n1C
-8%,C/C(=N/N=C1\NC(=O)C(C)S1)c1ccc(Cl)cc1 (stereo not given)

Shown in markdown: 2 of the compounds above
| structure | mouse EphA4 binding |
| --- | --- |
| Cc1ccc2[nH]cc(C(=O)CN3CCN(c4ccccn4)CC3)c2c1 | 1% |
| COc1ccc(Nc2nc(C)cc(C)c2C#N)cc1OC | -5% |

Going on with the list.
mouse EphA4 binding,compound
-38%,Cc1cccc(NC(=O)CSc2nnc(Cn3nnc(-c4ccccc4)n3)n2-c2ccccc2)c1
1%,CCOC(=O)CN(C(=O)CSc1nnc(-c2ccc(OC)c(OC)c2)o1)c1ccccc1
2%,Cc1ccc(OCCCC(=O)Nc2ccc(N3CCOCC3)cc2)cc1
13%,NC(=O)C1CCN(C(=O)c2cnn(-c3ccccc3)c2NC(=O)c2ccco2)CC1
-6%,Cc1ccc(-n2cc(C(=O)c3ccccc3O)cn2)cc1
-6%,O=C(C1CCCCC1)N1CCCC(c2nc(-c3ccc(F)cc3)no2)C1 (stereo not given)
-8%,CN(CC(=O)NCc1ccc(F)cc1)S(=O)(=O)c1cccc2nsnc12
3%,O=C(COc1ccccc1)Nc1ccc(Cl)cn1

An excerpt from above in order of molecular weight, highest first:
mouse EphA4 binding,compound
3%,CCOC(=O)CSc1nnc(CNC(=O)c2cc(OCC)c(OCC)c(OCC)c2)n1C
-14%,O=S(=O)(c1cccc(-c2nnc(SC(F)F)n2-c2ccccc2)c1)N1CCCCC1
-12%,CCN(CC)S(=O)(=O)c1ccc2c(c1)nc(SCC(N)=O)n2-c1ccc(OC)cc1
11%,Cc1onc(-c2ccccc2Cl)c1C(=O)N1CCN(c2cccc(Cl)c2)CC1
-10%,CCOc1ccc(C2N(c3ccc(OC)cc3)C(=O)C3CCCN32)cc1OC (stereo not given)
4%,O=C(CSc1cc(Cl)ccc1Cl)Nc1cccc(Cl)c1
-45%,CCCC(=O)N1CC(=O)Nc2ccc(F)cc2C1c1ccccc1 (stereo not given)

Continued:
mouse EphA4 binding,compound
-8%,CCOC(=O)c1cc2c(C(F)(F)F)cc(-c3cccnc3)nc2o1
-8%,CCC(Sc1ncccc1C(=O)OC(C)C)C(=O)N1CCOCC1 (stereo not given)
8%,Cc1ccc(N2C(=O)CC(Sc3ncn[nH]3)C2=O)cc1C (stereo not given)
-10%,Cc1cc(C)c(S(=O)(=O)n2cnc3ccccc32)c(C)c1
8%,CC(C)CNc1cc(N2CCCC2)ccc1[N+](=O)[O-]
4%,O=S(=O)(N/N=C1/CC(c2ccccc2)Oc2ccccc21)c1ccc(Br)cc1 (stereo not given)
-2%,CC(=O)C1=C(O)C(=O)N(C)C1c1ccccc1F (stereo not given)
-1%,CN(C)S(=O)(=O)Oc1ccsc1C(=O)Nc1ccc(Cl)c(Cl)c1

Other structures follow:
mouse EphA4 binding,compound
-4%,CC(=O)N1CCN(c2ccc([N+](=O)[O-])c(N)c2)CC1
6%,Cc1c(Cl)cnc(NC(=O)COC(=O)CCS(=O)(=O)c2ccccc2)c1Cl
-17%,O=C(NCc1ccccn1)Nc1ccc(F)cc1
-14%,Cc1ccc(S(=O)(=O)/N=c2\sccn2C)cc1
-14%,CN(C)c1ccc(-c2nc3ccccc3n2C)cc1
4%,COc1cccc(CNC(=O)CN(c2cc(C)cc(C)c2)S(=O)(=O)c2c(C)noc2C)c1
-9%,CC(C)N=C(NC#N)SCc1ccc(F)cc1
-5%,CCCOC1CCCN(C(=O)c2cc(Cl)c(Cl)cc2C(=O)O)C1 (stereo not given)

Part of the list above, field by field.
CC(=O)N1CCN(c2ccc([N+](=O)[O-])c(N)c2)CC1
  mouse EphA4 binding = -4%
O=C(NCc1ccccn1)Nc1ccc(F)cc1
  mouse EphA4 binding = -17%
Cc1c(Cl)cnc(NC(=O)COC(=O)CCS(=O)(=O)c2ccccc2)c1Cl
  mouse EphA4 binding = 6%
CC(C)N=C(NC#N)SCc1ccc(F)cc1
  mouse EphA4 binding = -9%

Continued:
mouse EphA4 binding,compound
-4%,CCOc1ccc(N=c2scc(-c3ccccc3)n2CCO)cc1
-10%,COCc1cc(=O)n2c(-c3ccccc3OC)n[nH]c2n1
-13%,CCOc1ccc2nc(C)cc(C(=O)O)c2c1
-8%,COc1ccc(COC(=O)N/N=C(\C)CC(=O)Nc2c(C)cc(C)cc2C)cc1
-12%,C/C(=N\NC(=O)c1ccc(OC2CCCC2)cc1)c1ccc(C)s1
-4%,COc1ccc(NC(=O)c2ccc3c(c2)C(=O)N(c2cccc(C)c2)C3=O)cc1
-7%,O=C(/C=C/c1ccco1)Nc1ccc(Oc2ccccc2)cc1
7%,COc1ccc(C=NC(CO)C(O)c2ccc([N+](=O)[O-])cc2)cc1 (stereo not given)

(next part)
mouse EphA4 binding,compound
5%,CCN(CC)/C(N)=N/c1nc(C)cc(C)n1
-5%,CCOC(=O)/C=c1\s/c(=C\c2ccc3c(c2)OCCO3)c(=O)n1CC(=O)NCC1CCCO1 (stereo not given)
-12%,Cc1cccc(OCc2nnc(SCC(=O)c3cccs3)n2C)c1C
-17%,COc1ccc(NC(=S)NC(=O)c2ccc(OC)cc2)cc1
-3%,Cc1cccc(NC2=NC3(CCCCC3)N=C(N)N2)c1C
7%,CCN(CC)CC(=O)NCC1(c2ccccc2)CCOCC1
4%,CC[n+]1c(/C=C/Nc2ccccc2)oc2ccccc21
-1%,COc1ccc(OC)c(N=c2oc3cc(O)ccc3cc2C(N)=O)c1

Additional entries follow.
mouse EphA4 binding,compound
-11%,O=C(O)c1cnc(-c2ccccc2)nc1Sc1ccc(Cl)cc1Cl
-8%,CC(C)(C)OC(=O)C1C(=O)CC(C)(O)C(C(=O)OC(C)(C)C)C1c1cccnc1 (stereo not given)
-7%,CC(CCc1ccccc1)C(=O)NO (stereo not given)
-3%,O=C(NCc1ccc2c(c1)OCO2)C1CCN(S(=O)(=O)c2ccc(Br)s2)CC1

Screens: PubChem, Sanford-Burnham Center for Chemical Genomics

This is a subset; the hit share may differ from the screen's.
